Screens (PubChem BioAssay)
TrxR1 substrate – substrates of rat thioredoxin reductase 1. O89049. purified TrxR1 substrate turnover, NADPH consumption readout. Potency, µM (titrated, usually from 114 µM), without a hit: top-dose activity change, negative = substrate turnover. hit rate 0.01% among 390,000. AID 588456; further: potency means the concentration at half of the fitted maximal effect; on the % scale 0 is the no-effect control and ±100 the full control effect; nearly all actives have a fitted effect of over 50% in size
Target sequence (O89049 whole entry, looked up): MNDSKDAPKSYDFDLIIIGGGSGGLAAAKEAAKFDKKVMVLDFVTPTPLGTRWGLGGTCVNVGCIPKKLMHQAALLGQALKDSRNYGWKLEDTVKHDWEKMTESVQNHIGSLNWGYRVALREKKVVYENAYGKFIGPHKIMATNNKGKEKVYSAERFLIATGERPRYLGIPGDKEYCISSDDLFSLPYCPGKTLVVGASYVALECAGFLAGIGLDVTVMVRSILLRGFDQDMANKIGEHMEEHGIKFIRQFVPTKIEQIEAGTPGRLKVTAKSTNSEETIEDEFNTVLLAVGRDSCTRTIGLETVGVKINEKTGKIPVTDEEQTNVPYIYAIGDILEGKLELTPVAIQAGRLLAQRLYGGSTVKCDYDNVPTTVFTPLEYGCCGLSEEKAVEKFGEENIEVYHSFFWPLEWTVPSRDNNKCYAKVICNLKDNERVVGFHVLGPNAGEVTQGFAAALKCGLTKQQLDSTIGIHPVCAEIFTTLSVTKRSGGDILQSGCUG
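Rat TrxR1, dispensed at 90 nM, was prereduced with 400 uM NADPH (final) for 5 min at ~22 deg C, then incubated with compound 15 min before 400 uM selenite. A first-read NADPH fluorescence drop versus no-compound background flagged substrates.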
Tb PGK inh – inhibitors of T. brucei phosphoglycerate kinase | PGK/GAPDH coupled, Kinase-Glo luminescence, 60 min | Potency, µM (top dose mostly 57.5 µM), for the others: top-dose activity change, negative = inhibition, usual class: inhibitors | hit rate 0.043% among 380,000; further: potency means the concentration at half of the fitted maximal effect; on the % scale 0 is the no-effect control and ±100 the full control effect; nearly all actives have a fitted effect of over 60% in size
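Luminescent ATP detection (Kinase-Glo Plus) follows a 60-minute room-temperature incubation, with wells lacking PGK as controls. Buffer: 100 mM TEA (pH 7.6), 5 mM MgCl2, 0.01% Tween-20. Coupling enzyme GAPDH (100 nM final) supplies unstable 1,3-BPG in-well.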
mIDH1 inhibitor – blocks human mutant IDH1 R132H enzyme; O75874; IDH1-R132H enzyme, NADPH consumption, diaphorase/resazurin fluorescence; Potency, µM (top dose mostly 76.6 µM), inactives show top-dose activity change, negative = inhibition, actives largely listed as inhibitors; hit rate 0.093% among 390,000; AID 602179; further: potency means the concentration at half of the fitted maximal effect; on the % scale 0 is the no-effect control and ±100 the full control effect; nearly all actives have a fitted effect of over 65% in size
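IDH1-R132H (0.5 ug/mL) preincubated 30 min with compound, then NADPH (0.016 mM) and alpha-KG (2 mM) added; 80 min at RT, pH 7.5. Remaining NADPH coupled via diaphorase/resazurin to fluorescence (540/590 nm); concentration-response curves normalized to no-enzyme control.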
Pin1 inh – blocks the human prolyl isomerase Pin1; Q13526; Pin1 FP peptide displacement, HiFluor488, 10 min; Potency, µM (doses to about 115 µM), for the others: top-dose activity, negative = inhibition, usual class: inhibitors; hit rate 0.009% among 390,000; AID 504891; active means well fitted inhibition curve with a large enough effect in the polarisation, with a control signal flat, not every such curve was filed as active; inconclusive means small, poorly fitted or top-dose-only effect, or effect the other way, or a change in a side signal; inactive means no such curve, though single readings can be large or run the other way; the % refers to the polarisation; further: potency means the concentration at half of the fitted maximal effect; on the % scale 0 is the no-effect control and ±100 the full control effect
Target sequence (Q13526 whole entry, looked up): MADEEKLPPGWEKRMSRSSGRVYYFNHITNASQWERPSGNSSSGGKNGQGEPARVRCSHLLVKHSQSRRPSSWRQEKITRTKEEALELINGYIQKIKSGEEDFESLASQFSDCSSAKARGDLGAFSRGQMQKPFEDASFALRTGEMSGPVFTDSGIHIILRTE
HP1b chromo inh – blocks HP1-beta chromodomain binding to methylated histone tails; AlphaScreen HP1-beta / biotin-H3K9me3 peptide binding; Potency, µM (top dose mostly 114 µM), inactives show top-dose activity change, negative = inhibition, most hits filed as inhibitors; P83916; hit rate 0.56% among 390,000; further: potency means the concentration at half of the fitted maximal effect; nearly all actives have a fitted effect of over 70% in size; inactives centre near 23
Target sequence (P83916 whole entry, looked up): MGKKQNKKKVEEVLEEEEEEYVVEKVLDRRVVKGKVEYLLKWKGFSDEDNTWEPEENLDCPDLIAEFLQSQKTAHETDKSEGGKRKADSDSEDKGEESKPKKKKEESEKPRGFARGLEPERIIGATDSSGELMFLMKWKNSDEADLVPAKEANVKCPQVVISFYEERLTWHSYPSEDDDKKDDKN
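HP1-beta protein (50 nM final) preincubated 30 min at room temperature with biotinylated H3(1-18)K9me3 peptide (50 nM) in PBS pH 7.4, 0.01% Tween-20, then compound added for 30 min. AlphaScreen streptavidin donor/nickel chelate acceptor beads (10 ug/mL final), 30 min dark, luminescence read.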
PI4K2A block – blocks human PI4K2A kinase activity | Q9BTU6 | purified PI4K2A, ADP-Glo luminescence, 1 h; hits give low values | activity change, negative = inhibition, % at 76.9 µM | hit rate 0.13% among 420,000 | AID 1346378; in the data active means activity change below about -50%; inconclusive means mostly about -30% to -49%;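 further: -100% = wells without enzyme as full effect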
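ADP-Glo luminescence measured ADP generated by PI4K2A enzyme (4 ug/mL before mixing) with 1.2 mM PI substrate (pre-mix) and 300 microM ATP (pre-mix). Tris pH7.5 buffer with MgCl2, Triton X-100; 1 h reaction at ambient temperature.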
TrxR1 inh – blocks rat thioredoxin reductase 1. Potency, µM (titrated, usually from 114 µM), without a hit: at the highest dose activity change, negative = inhibition, most hits filed as inhibitors. hit rate 1% among 390,000. O89049. recombinant rTrxR1, NADPH fluorescence consumption, selenite substrate; further: potency means the concentration at half of the fitted maximal effect; on the % scale 0 is the no-effect control and ±100 the full control effect; nearly all actives have a fitted effect of over 65% in size
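Rat TrxR1 (90 nM in the dispensed reagent) was pre-reduced with 400 uM NADPH for 5 min at room temperature, then incubated with compound for 15 min. After 400 uM selenite was added, NADPH fluorescence (Ex 340/Em 450 nm) was followed for 8 min.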
USP1-UAF1 inh – blocks the human USP1/UAF1 deubiquitinase complex. recombinant USP1/UAF1, Ub-Rhodamine cleavage fluorescence. hit rate 0.23% among 390,000. AID 743255. O94782. Potency, µM (titrated, usually from 57.1 µM), for inactives: top-dose activity change, negative = inhibition, usual class: inhibitors; further: potency means the concentration at half of the fitted maximal effect; on the % scale 0 is the no-effect control and ±100 the full control effect; nearly all actives have a fitted effect of over 60% in size; inactives centre near -12
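Step one: compound is pinned into 1nM USP1/UAF1 in HEPES pH 7.8 buffer with TCEP. Step two: 15 min room-temperature incubation. Step three: Ub-Rho (150nM final) starts cleavage, tracked by fluorescence over six one-minute reads.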
GLS inh – inhibitors of human glutaminase (GLS); AID 624170; GLS enzymatic activity, qHTS titration; hit rate 0.21% among 410,000; O94925; Potency, µM (top dose mostly 45.5 µM), for inactives: top-dose activity change, negative = inhibition, usual class: inhibitors; further: potency means the concentration at half of the fitted maximal effect; on the % scale 0 is the no-effect control and ±100 the full control effect
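hKGA in 45 mM KH2PO4 (pH 8.2), 0.02% Tween-20 with compound, then 1mM L-Glutamine (stock as added) plus glutamate oxidase/HRP/Amplex red coupling mix. Fluorescence read initially and after 30 min at RT; signal change reflects glutamate formation.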
Numbers without * were called inactive; i = inactive; ? = inconclusive; · = no result given; [ ] = another dose, or the depositor's remark. Unless noted, the call rests on the fitted dose curve; in most records, active means well fitted curve in the direction sought with a large enough effect; inconclusive means small, poorly fitted or top-dose-only effect, or another doubt; inactive means no such curve, though single readings can be large; an effect the other way counts as inactive or inconclusive. Some of the compounds tested; rates above refer to the full screens.

mol	TrxR1 substrate	Tb PGK inh	mIDH1 inhibitor	Pin1 inh	HP1b chromo inh	PI4K2A block	TrxR1 inh	USP1-UAF1 inh	GLS inh
CCN(CC)CCNC(=O)C(C)c1nn(C)c(=O)c2ccccc12 (stereo unspecified)	4%	3%	9%	-2%	25%	9	8%	-3%	-7%
O=C1c2ccccc2S(=O)(=O)N1CC(O)Cn1c2ccccc2c2ccccc21 (stereo unspecified)	2%[11.4 µM]	i	7%	6%	13%	-1	-19%[11.4 µM]	-13%	25%
COc1ccc(CC(NC(C)=O)C(=O)N2CCN(C(=O)Nc3ccc(Cl)cc3)CC2)cc1OC (stereo unspecified)	-4%	-5%	3%	-8%	29%	-1	-12%	-11%	5%
CCCn1c(N)c(C(=O)CSc2nc(C)cs2)c(=O)[nH]c1=O	-3%	3%	2%	4%	10%	2	6%	2%	6%
CCN(CC)CCn1c2c(c(SCC(=O)Nc3ccc(C(C)C)cc3)nc1=O)CCCC2	0%	-1%	-1%	2%	16%	-6	2%	2%	9%
Cc1ccc(S(=O)(=O)N2CCCCC2)cc1NC(=O)CSc1nncn1-c1ccccc1	4%[57.1 µM]	1%	3%	-3%	14%	-2	-1%[57.1 µM]	5%	-6%
Cc1cc2c(=O)[nH]cnc2s1	-8%	-2%	8%	2%	10%	-14	?	-16%	-6%
COc1ccc(S(=O)(=O)N2CCN(C(=O)COc3ccccc3)CC2)cc1	0%	1%	-10%	-2%	29%	0	15%	-9%	-1%
Cc1ccc(N(C)S(=O)(=O)c2nnc(NC(=O)C3CCCCC3)s2)cc1	8%	-2%	-1%	2%	94%[activator]	-2	17%	?	-10%
CCCNC(=O)c1onc(CSc2ccncc2)c1C(=O)NCCC	11%[57.1 µM]	-1%	-2%	4%	33%	-1	14%[57.1 µM]	-17%	4%
Cc1ccc(SCC(=O)Nc2ccc3oc(-c4ccccc4C)nc3c2)cc1	9%	·	·	39%[activator]	98%[activator]	10	13%	-33%	-2%
CCOC(=O)N1CCN(C2CC(=O)N(c3ccc(C)cc3)C2=O)CC1 (stereo unspecified)	1%[57.1 µM]	-8%	3%	3%	45%[activator]	-6	-1%[57.1 µM]	-3%	-5%
CCOc1ccc(NC(=O)C2CC(=O)N(CCc3ccccc3)C2)cc1OC (stereo unspecified)	-1%	-3%	3%	0%	37%	-3	7%	-18%	2%
CCn1c(SCC(=O)Nc2ccccc2)nc2nc3c(cc2c1=O)COC(C)(C)C3	-8%	-3%	-8%	-1%	52%[activator]	-1	4%	-10%	-4%
O=C(NCCc1c[nH]c2ccccc12)c1cccc(S(=O)(=O)Nc2ccccc2Cl)c1	-18%	i	0%	?	-8%	-1	-15%	-11%	13%
CC(C)(C)C(=O)CC(=O)Nc1ccc(Cl)c(N)c1	-2%[57.1 µM]	-1%	1%	4%	32%[activator]	1	6%	-3%	2%
COCCNC(=S)N1CCN(Cc2cccc(OC)c2)CC1	-11%	6%	-4%	-3%	49%[activator]	7	-16%	-22%	2%
COc1ccc(C(=O)C[n+]2ccc(C)cc2)cc1	0%	i	3%	10%	44%[activator]	2	-3%	-15%	-1%
COCCCn1c(SCC(=O)Nc2cccc(C)n2)nnc1-c1ccco1	5%	5%	0%	3%	53%[activator]	-4	?	-17%	10%
CC1CCN(C(=O)Cn2cnc3c2c(=O)n(C)c(=O)n3C)c2ccccc2S1 (stereo unspecified)	-4%	11%	-3%	2%	13%[57 µM]	1	2%	-5%	0%
CC1(NC(=O)Cc2csc(-c3ccc(Cl)cc3)n2)CCS(=O)(=O)C1 (stereo unspecified)	9%	-8%	16%	-2%	28%	3	18%	-17%	-4%
Cc1cccc(NC(c2ccccc2C)c2ccc3ccc(C)nc3c2O)n1 (stereo unspecified)	5%	-3%	-21%	10%	-13%	0	?	-9%	34%[activator]
C=CCc1c(C)nc2c(C)cccc2c1SC(=N)N	-3%	-1%	5%	1%	65%[activator]	0	10%[57.1 µM]	?	10%
O=C(CCN1C(=O)c2ccccc2C1=O)Nc1ccccc1C(=O)N1CCOCC1	-3%	-4%	10%	-2%	9%	-2	11%	-15%	2%
CCn1cc(C(=O)NCCCN2CCCC(C)C2)c(=O)c2cc(S(=O)(=O)N3CCOCC3)ccc21 (stereo unspecified)	-3%	i	10%	-2%	67%[activator]	2	-9%	-21%	-6%
O=C(NC1CCCCC1)C(c1ccc(O)cc1)N(CC1CCCO1)C(=O)C1COc2ccccc2O1 (stereo unspecified)	-3%	-9%	-20%	-5%	-13%	0	15%[0.457 µM]	-13%	2%
COc1ccc(NC(=S)Nc2ccc(N(C)C(C)=O)cc2)cc1	-4%	-6%	-1%	-4%	19%	0	11%[57.1 µM]	-14%	37%[activator]
CC(C)C[C@@H](CN)NC(=O)c1nc[nH]c1C(=O)N[C@@H](Cc1ccccc1)C(=O)CNC[C@H](C)NC(=O)c1nc[nH]c1C(=O)N[C@@H](CC(=O)O)C(=O)O	6%	-1%	8%	-5%	63%[activator]	-2	9%	-26%	-17%
CC(C)(C)OC(=O)NCCCC[C@H](NC(=O)c1nc[nH]c1C(=O)NC1CCN(C(=O)OC(C)(C)C)CC1)C(=O)OC(C)(C)C	-12%[57.1 µM]	-1%	-19%	?	29%	-1	-18%[57.1 µM]	?	0%
O=C(CSc1ncccn1)NC(=O)NCc1ccccc1	-8%	i	8%	4%	16%	4	-2%	-11%	-6%
O=C(CCc1cn(Cc2ccc(F)cc2)c2ccccc12)NCCc1ccc(Cl)cc1	-4%	i	19%	31%[activator]	39%	-2	7%	-17%	-10%
O=C(/C=C/c1cccc([N+](=O)[O-])c1)Nc1cccc(NC(=O)c2cccs2)c1	-5%	-10%	1%	1%	-18%	1	9%	-9%	0%
CCN(CC)C1CCN(Cc2c(C(=O)N3CCCCCCC3)nc3ccc(Cl)cn23)C1 (stereo unspecified)	4%	-7%	-1%	?	2%	-1	1%	-20%	0%
COc1cc(/C=C2\C(=N)N3N=CSC3=NC2=O)ccc1OS(=O)(=O)c1ccccc1	-7%	i	0%	0%	23%	-3	-16%	?	0%
COC(=O)c1cc(C(=O)NCCC(C)C)cc([N+](=O)[O-])c1	8%[57.1 µM]	4%	6%	0%	27%	4	10%[57.1 µM]	-13%	-5%
O=S(=O)(c1ccccc1)N(CC(O)CN1CCOCC1)c1ccccc1 (stereo unspecified)	1%	-6%	-1%	0%	7%	3	11%	-18%	14%
CCc1c(C#N)c(SCc2c(C)noc2C)nc2c1C(=O)CC(C)(C)C2	-4%	-3%	1%	26%	68%[activator]	-3	14%	-20%	1%
Cc1noc(C)c1C(=O)N1CC(C)OC(C)C1 (stereo unspecified)	-5%	-4%	2%	2%	26%	-4	1%[57.1 µM]	-23%	-2%
CC(C)NC(=S)N/N=C/c1cccs1	-6%[57.1 µM]	-3%	0%	-7%	-14%	3	-7%[57.1 µM]	-21%	24%
O=C(Cc1cccs1)N1CCN=C1SCc1ccc(Br)cc1	14%[57.1 µM]	8%	2%	53%[activator]	56%[activator]	-4	30%[57.1 µM]	-21%	-1%
COC(=O)[C@]1(CC(C)C)N[C@H](c2ccc(-c3ccc4c(c3)OCO4)cc2)[C@@H]2C(=O)N(C)C(=O)[C@@H]21	8%	9%	-13%	-1%	?	-3	25%	-9%	-8%

5 compounds picked at random from the list so far, as already listed:
mol	TrxR1 substrate	Tb PGK inh	mIDH1 inhibitor	Pin1 inh	HP1b chromo inh	PI4K2A block	TrxR1 inh	USP1-UAF1 inh	GLS inh
O=C(/C=C/c1cccc([N+](=O)[O-])c1)Nc1cccc(NC(=O)c2cccs2)c1	-5%	-10%	1%	1%	-18%	1	9%	-9%	0%
COC(=O)[C@]1(CC(C)C)N[C@H](c2ccc(-c3ccc4c(c3)OCO4)cc2)[C@@H]2C(=O)N(C)C(=O)[C@@H]21	8%	9%	-13%	-1%	?	-3	25%	-9%	-8%
COc1cc(/C=C2\C(=N)N3N=CSC3=NC2=O)ccc1OS(=O)(=O)c1ccccc1	-7%	i	0%	0%	23%	-3	-16%	?	0%
O=C(Cc1cccs1)N1CCN=C1SCc1ccc(Br)cc1	14%[57.1 µM]	8%	2%	53%[activator]	56%[activator]	-4	30%[57.1 µM]	-21%	-1%
O=S(=O)(c1ccccc1)N(CC(O)CN1CCOCC1)c1ccccc1 (stereo unspecified)	1%	-6%	-1%	0%	7%	3	11%	-18%	14%
